Bioassay records (PubChem)
GSK3B inh: inhibitors of human GSK3beta kinase | GST-GSK3beta kinase, ADP-Glo luminescence, 60 min; hits give low values | activity score (negative = inhibition), % at 10 µM | 300,000 tested, 0.038% active | AID 2097 | P49841;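 active = more than half of replicate wells score below -50%, meaning over 50% inhibition versus plate controls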;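 also: 0% = median DMSO wells and -100% = median GW8510 positive control wells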
Target sequence (P49841 whole entry, looked up): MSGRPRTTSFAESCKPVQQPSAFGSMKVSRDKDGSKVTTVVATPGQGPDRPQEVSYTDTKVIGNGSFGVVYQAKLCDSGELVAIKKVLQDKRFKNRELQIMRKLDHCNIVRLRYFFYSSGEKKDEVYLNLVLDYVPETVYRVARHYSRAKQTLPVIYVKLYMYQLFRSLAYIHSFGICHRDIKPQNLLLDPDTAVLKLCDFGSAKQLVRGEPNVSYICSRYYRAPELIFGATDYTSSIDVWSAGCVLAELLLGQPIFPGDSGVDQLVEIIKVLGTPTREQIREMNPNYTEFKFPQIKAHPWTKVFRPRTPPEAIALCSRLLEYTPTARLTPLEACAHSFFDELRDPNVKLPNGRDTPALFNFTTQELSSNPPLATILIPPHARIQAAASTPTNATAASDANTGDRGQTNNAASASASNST
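Test system: GST-tagged human GSK3beta kinase, cell-free; evaluation: activity score scaled between in-plate DMSO and GW8510 controls; measured by: ADP-Glo luminescence; incubation: 60 min reaction, RT; benchmarks: DMSO and 20 µM GW8510; reagent: peptide substrate plus 25 µM ATP (final); medium: Tris/MgCl2 kinase buffer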
HSF-1 act: increases HSF-1 driven luciferase reporter signal; NIH3T3-HGL HSF-1 luciferase reporter, MG132, 8 h; 100% = twice DMSO control signal; 300,000 tested, 1.7% active; activation, % at 9 µM; AID 504408;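 active = mean replicate activation of at least 50% with a set share of replicates each reaching 50%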;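 also: 0% = median of the neutral control wells and 100% = twice that signal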
IEC-6 cytotox: counter-screen for KLF5 inhibitors: cytotoxicity in IEC-6 cells | IEC-6 cytotoxicity, luminescence viability | inhibition, % at 5 µM | 290,000 tested, 0.78% active | AID 1825; in the data active = inhibition above about 22%;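 also: 0% = plate median of test compound wells and 100% = cytotoxic reference compound wells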
HSF1 inh: HSF1 inhibition. AID 2098. 300,000 tested, 0.77% active. NIH3T3-HGL HSE-luciferase, MG132-induced, luminescence 8 h; hits give low values. activity change, negative = inhibition, % at 7.5 µM (by protocol);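 active = more than half of replicate wells show activity change below -50%, luminescence cut by over half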;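 also: luciferase reports HSF-1 transcriptional activity via heat shock element; 0% = median of DMSO wells and -100% = zero luminescence signal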
DYRK1A inh: blocks rat Dyrk1A kinase activity; 310,000 tested, 0.43% active; inhibition, % at 12.5 µM; Q63470; ADP-Glo luminescence, NFATc1 peptide; in the data active = inhibition above about 50%;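 also: plate controls were vehicle with enzyme for no effect and no enzyme for full effect; many of its hits are not listed in these tables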
aSyn UTR inh: 5' untranslated region of α-synuclein, MLPCN primary screen; alpha-synuclein 5'UTR reporter, inhibitor activity; inhibition, % (tested at 7.5 µM); 300,000 tested, 0.82% active; in the data active = inhibition above about 60%;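 also: H4 neuroglioblastoma cells stably carrying SNCA 5'UTR luciferase fusion; 0% = DMSO wells and 100% = positive control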
Platelet DG rel: modulates dense granule release in human platelets | inhibition, %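 (compounds screened at 7.5 µM in platelet-rich plasma)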 | 300,000 tested, 0.22% active | AID 1663 | human platelet-rich plasma, SFLLRN dense granule ATP release, luminescence;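 active = mean replicate score, as percent of positive control, at or above 50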
HSP90 refold inh: HSP90 refolding inhibition in rabbit reticulocyte lysate | luciferase refolding luminescence, 3 h | inhibition, % at 5.6 µM | 290,000 tested, 0.91% active;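 active = inhibition above the screen-wide mean plus 3 SD, computed separately per campaign, cut at about 16% in these data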;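 also: 0% = DMSO wells and 100% = 60 µM geldanamycin wells; inhibitors lower the luminescence because luciferase stays unfolded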
GSK3 alpha inh: blocks human GSK-3 alpha kinase. ADP-Glo luminescence, 60 min. inhibition, % at 10 µM. 320,000 tested, 0.1% active;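 in the data active = inhibition above about 50%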;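 also: GST-tagged GSK-3 alpha with peptide substrate and 25 µM ATP; 0% = DMSO neutral wells and 100% = GW8510 positive control wells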
Target sequence (P49840 whole entry, looked up): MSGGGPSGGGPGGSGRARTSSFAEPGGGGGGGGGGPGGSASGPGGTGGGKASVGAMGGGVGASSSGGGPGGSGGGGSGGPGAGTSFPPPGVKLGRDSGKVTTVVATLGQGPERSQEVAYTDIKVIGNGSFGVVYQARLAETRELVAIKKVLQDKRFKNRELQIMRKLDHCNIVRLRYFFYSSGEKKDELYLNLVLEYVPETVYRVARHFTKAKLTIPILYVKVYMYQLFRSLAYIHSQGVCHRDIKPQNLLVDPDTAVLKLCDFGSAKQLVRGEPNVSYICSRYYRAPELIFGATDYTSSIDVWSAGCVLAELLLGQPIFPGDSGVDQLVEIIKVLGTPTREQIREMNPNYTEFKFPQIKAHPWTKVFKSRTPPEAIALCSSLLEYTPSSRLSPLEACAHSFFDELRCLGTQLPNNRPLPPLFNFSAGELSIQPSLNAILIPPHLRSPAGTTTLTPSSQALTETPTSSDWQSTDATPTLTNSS
KLF5 inh: inhibitors of KLF5 expression. DLD-1 KLF5 promoter-luciferase reporter, luminescence. 290,000 tested, 0.23% active. inhibition, % at 5 µM;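 active = inhibition above a per-plate limit of that plate's mean compound inhibition plus 3 SD, cut at about 60% in these data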;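 also: 0% = DMSO wells and 100% = LY294002 at 200 µM; higher means less KLF5 promoter-driven luciferase light; inactives centre near -14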
Numbers without * were called inactive.

Results for COc1ccc(C(c2sc3ncnn3c2O)N2CC(C)OC(C)C2)cc1OC (stereo not drawn) ?
GSK3B inh: -3; HSF-1 act: -22; IEC-6 cytotox: 6; HSF1 inh: -14; DYRK1A inh: 9; aSyn UTR inh: 19; Platelet DG rel: 4; HSP90 refold inh: 1; GSK3 alpha inh: 0; KLF5 inh: -6

How did CCOC(=O)Cc1c(C)nc(N)[nH]c1=O do in these assays?
GSK3B inh: 3; HSF-1 act: -9; IEC-6 cytotox: -4; HSF1 inh: -15; DYRK1A inh: 3; aSyn UTR inh: -6; Platelet DG rel: -7; HSP90 refold inh: -1; GSK3 alpha inh: -4; KLF5 inh: -18

How did O=C(CN(C(=O)CCC(=O)Nc1ccccn1)c1ccc(F)cc1)NCc1ccco1 do in these assays?
GSK3B inh: -2; HSF-1 act: -9; IEC-6 cytotox: -4; HSF1 inh: -2; DYRK1A inh: -9; aSyn UTR inh: 6; Platelet DG rel: -15; HSP90 refold inh: -1; GSK3 alpha inh: 0; KLF5 inh: -9

What do the screens show for `COCCn1c(=S)[nH]c2sc3c(c2c1=O)CCCC3`?
GSK3B inh: 6; HSF-1 act: 14; IEC-6 cytotox: 3; HSF1 inh: -3; DYRK1A inh: 4; aSyn UTR inh: -14; Platelet DG rel: -13; HSP90 refold inh: 2; GSK3 alpha inh: 7; KLF5 inh: -3

How did CC(=O)NC12CC3CC(CC(CC(=O)O)(C3)C1)C2 do in these assays?
GSK3B inh: -1; HSF-1 act: -12; IEC-6 cytotox: 4; HSF1 inh: -7; DYRK1A inh: 4; aSyn UTR inh: -1; Platelet DG rel: -4; HSP90 refold inh: 3; GSK3 alpha inh: -3; KLF5 inh: -40

How did O=C(Nc1nc(-c2cccs2)c(-c2ccccc2)s1)c1ccco1 do in these assays?
GSK3B inh: 0; HSF-1 act: 29; IEC-6 cytotox: -3; HSF1 inh: 17; DYRK1A inh: 1; aSyn UTR inh: -48; Platelet DG rel: -3; HSP90 refold inh: -6; GSK3 alpha inh: -4; KLF5 inh: 3

How did COc1cccc(/C=N/NC(=O)c2cc3c(OC)cccc3[nH]2)c1OC do in these assays?
GSK3B inh: 3; HSF-1 act: 15; IEC-6 cytotox: -1; HSF1 inh: -7; DYRK1A inh: 1; aSyn UTR inh: -4; Platelet DG rel: 4; HSP90 refold inh: 2; GSK3 alpha inh: -3; KLF5 inh: -4

Results for Cc1nc2ccc(NC(=S)N3CCOCC3)cc2nc1C ?
GSK3B inh: 4; HSF-1 act: 18; IEC-6 cytotox: 4; HSF1 inh: 4; DYRK1A inh: 3; aSyn UTR inh: -27; Platelet DG rel: 6; HSP90 refold inh: -3; GSK3 alpha inh: 1; KLF5 inh: -17

What do the screens show for `Cc1cc(C)c2ccc(Cl)cc2n1`?
GSK3B inh: 1; HSF-1 act: 3; IEC-6 cytotox: 2; HSF1 inh: 2; DYRK1A inh: 1; aSyn UTR inh: -22; Platelet DG rel: 0; HSP90 refold inh: -1; GSK3 alpha inh: -1; KLF5 inh: -3

Results for Cc1ccccc1-n1ncc(C(C)NC(=O)c2ccco2)c1C (stereo not drawn) ?
GSK3B inh: 2; HSF-1 act: 12; IEC-6 cytotox: -1; HSF1 inh: 7; DYRK1A inh: 4; aSyn UTR inh: -1; Platelet DG rel: -8; HSP90 refold inh: -2; GSK3 alpha inh: -4; KLF5 inh: -11

How did O=C(O)c1ccc(NS(=O)(=O)c2ccc3nnn(O)c3c2)cc1 do in these assays?
GSK3B inh: 3; HSF-1 act: -10; IEC-6 cytotox: 0; HSF1 inh: -4; DYRK1A inh: -4; aSyn UTR inh: 8; Platelet DG rel: 2; HSP90 refold inh: 0; KLF5 inh: -2

How did Nc1ccc(SC(F)(F)F)cc1C(=O)c1ccccc1 do in these assays?
GSK3B inh: 3; HSF-1 act: 30; IEC-6 cytotox: -9; HSF1 inh: 4; DYRK1A inh: 2; aSyn UTR inh: 35; Platelet DG rel: 13; HSP90 refold inh: 2; KLF5 inh: -9

What do the screens show for `Cc1nc(-c2ccccc2)cc(-c2ccccc2)n1`?
GSK3B inh: 4; HSF-1 act: -1; HSF1 inh: 3; aSyn UTR inh: -3; Platelet DG rel: 6; GSK3 alpha inh: -2

What do the screens show for `COc1ccc2cc3cc(C(=O)NCc4cccnc4)oc3nc2c1`?
GSK3B inh: 7; HSF-1 act: 15; IEC-6 cytotox: -4; HSF1 inh: 1; DYRK1A inh: 31; aSyn UTR inh: -47; Platelet DG rel: 1; HSP90 refold inh: 3; GSK3 alpha inh: -6; KLF5 inh: -48

What do the screens show for `Nc1nonc1-n1nnc(C(=O)N/N=C/c2ccoc2)c1CSc1ccccc1`?
GSK3B inh: -1; HSF-1 act: 2; IEC-6 cytotox: -2; HSF1 inh: -2; DYRK1A inh: 1; aSyn UTR inh: 6; Platelet DG rel: 15; HSP90 refold inh: -1; GSK3 alpha inh: 4; KLF5 inh: -10

What do the screens show for `NC(=S)Nc1cccc2[nH]ccc12`?
GSK3B inh: 12; HSF-1 act: 7; IEC-6 cytotox: 8; HSF1 inh: 0; DYRK1A inh: 0; aSyn UTR inh: -7; Platelet DG rel: 0; HSP90 refold inh: 4; GSK3 alpha inh: -2; KLF5 inh: -23

What do the screens show for `O=C(Nc1nnc(SCc2ccccc2Cl)s1)C1COc2ccccc2O1` (stereo not drawn)?
GSK3B inh: -5; HSF-1 act: -10; IEC-6 cytotox: -2; HSF1 inh: -7; DYRK1A inh: 6; aSyn UTR inh: -2; Platelet DG rel: -2; HSP90 refold inh: -4; GSK3 alpha inh: -1; KLF5 inh: -7

How did CCOC(=O)CSc1nc2c(cnn2-c2ccc(C)cc2)c(=O)[nH]1 do in these assays?
GSK3B inh: -4; HSF-1 act: -3; IEC-6 cytotox: -4; HSF1 inh: -3; DYRK1A inh: 8; aSyn UTR inh: 25; Platelet DG rel: 1; HSP90 refold inh: 0; GSK3 alpha inh: 1; KLF5 inh: -42

Results for Cc1ccc(S(=O)(=O)Cc2ccc(C(=O)N3CCC(C)CC3)cc2)cc1 ?
GSK3B inh: 1; HSF-1 act: 1; IEC-6 cytotox: 2; HSF1 inh: 2; DYRK1A inh: 2; aSyn UTR inh: -9; Platelet DG rel: -1; HSP90 refold inh: 2; GSK3 alpha inh: -1; KLF5 inh: 5

How did O=C(COC(=O)/C=C/c1ccco1)Nc1ncc(C(F)(F)F)cc1Cl do in these assays?
GSK3B inh: 2; HSF-1 act: 2; IEC-6 cytotox: -7; HSF1 inh: 6; DYRK1A inh: 1; aSyn UTR inh: -23; Platelet DG rel: -17; HSP90 refold inh: 4; GSK3 alpha inh: -2; KLF5 inh: -13

What do the screens show for `O=C1OC(CCl)CN1Cc1c(Cl)cccc1Cl` (stereo not drawn)?
GSK3B inh: 0; HSF-1 act: 0; HSF1 inh: -2; aSyn UTR inh: 10; Platelet DG rel: -13; GSK3 alpha inh: 1

What do the screens show for `COc1ccccc1-n1nc(C(=O)O)c2ccccc2c1=O`?
GSK3B inh: 1; HSF-1 act: -9; IEC-6 cytotox: -3; HSF1 inh: -12; aSyn UTR inh: 7; Platelet DG rel: -1; HSP90 refold inh: 1; GSK3 alpha inh: -5; KLF5 inh: -52

Results for O=C(Nc1ccc(Br)c(Cl)c1)c1ccco1 ?
GSK3B inh: -3; HSF-1 act: 26; IEC-6 cytotox: 12; HSF1 inh: 9; DYRK1A inh: 26; aSyn UTR inh: -162; Platelet DG rel: -2; HSP90 refold inh: -1; GSK3 alpha inh: -2; KLF5 inh: -124

What do the screens show for `CC(C)c1nnc(NC(=O)CCC(=O)NC2CCCCC2)s1`?
GSK3B inh: -2; HSF-1 act: 6; IEC-6 cytotox: 0; HSF1 inh: -6; aSyn UTR inh: 3; Platelet DG rel: 3; HSP90 refold inh: 2; GSK3 alpha inh: -1; KLF5 inh: 4

Results for O=C(Nc1ccccc1N1CCOCC1)C1Cc2ccccc2CN1C(=O)c1ccco1 (stereo not drawn) ?
GSK3B inh: -4; HSF-1 act: -18; IEC-6 cytotox: -3; HSF1 inh: 3; DYRK1A inh: 11; aSyn UTR inh: 16; Platelet DG rel: 3; HSP90 refold inh: 3; GSK3 alpha inh: -2; KLF5 inh: 2

What do the screens show for `CCN1CCCC1CNC(=O)c1ccc2c(c1)N(Cc1cccc(Cl)c1)C(=O)c1ccccc1S2(=O)=O` (stereo not drawn)?
GSK3B inh: 2; HSF-1 act: 13; IEC-6 cytotox: -10; HSF1 inh: 2; DYRK1A inh: -2; aSyn UTR inh: -2; Platelet DG rel: -2; HSP90 refold inh: -1; GSK3 alpha inh: -11; KLF5 inh: -30

Results for CSc1ccc(CNc2ccc(C)c(C)c2)cc1 ?
GSK3B inh: 1; HSF-1 act: 9; IEC-6 cytotox: -5; HSF1 inh: 1; DYRK1A inh: -4; aSyn UTR inh: -139; Platelet DG rel: 4; HSP90 refold inh: -4; GSK3 alpha inh: 0; KLF5 inh: -37

How did O=C(CCN1C(=O)S/C(=C\c2cccs2)C1=O)Nc1nccs1 do in these assays?
GSK3B inh: 1; HSF-1 act: 0; IEC-6 cytotox: -2; HSF1 inh: -5; DYRK1A inh: -2; aSyn UTR inh: -7; Platelet DG rel: -15; HSP90 refold inh: -3; GSK3 alpha inh: 0; KLF5 inh: -4

A stretch from the list above, for reference:
What do the screens show for `CC(C)c1nnc(NC(=O)CCC(=O)NC2CCCCC2)s1`?
GSK3B inh: -2; HSF-1 act: 6; IEC-6 cytotox: 0; HSF1 inh: -6; aSyn UTR inh: 3; Platelet DG rel: 3; HSP90 refold inh: 2; GSK3 alpha inh: -1; KLF5 inh: 4

Results for O=C(Nc1ccccc1N1CCOCC1)C1Cc2ccccc2CN1C(=O)c1ccco1 (stereo not drawn) ?
GSK3B inh: -4; HSF-1 act: -18; IEC-6 cytotox: -3; HSF1 inh: 3; DYRK1A inh: 11; aSyn UTR inh: 16; Platelet DG rel: 3; HSP90 refold inh: 3; GSK3 alpha inh: -2; KLF5 inh: 2

What do the screens show for `CCN1CCCC1CNC(=O)c1ccc2c(c1)N(Cc1cccc(Cl)c1)C(=O)c1ccccc1S2(=O)=O` (stereo not drawn)?
GSK3B inh: 2; HSF-1 act: 13; IEC-6 cytotox: -10; HSF1 inh: 2; DYRK1A inh: -2; aSyn UTR inh: -2; Platelet DG rel: -2; HSP90 refold inh: -1; GSK3 alpha inh: -11; KLF5 inh: -30

Results for CSc1ccc(CNc2ccc(C)c(C)c2)cc1 ?
GSK3B inh: 1; HSF-1 act: 9; IEC-6 cytotox: -5; HSF1 inh: 1; DYRK1A inh: -4; aSyn UTR inh: -139; Platelet DG rel: 4; HSP90 refold inh: -4; GSK3 alpha inh: 0; KLF5 inh: -37

How did O=C(CCN1C(=O)S/C(=C\c2cccs2)C1=O)Nc1nccs1 do in these assays?
GSK3B inh: 1; HSF-1 act: 0; IEC-6 cytotox: -2; HSF1 inh: -5; DYRK1A inh: -2; aSyn UTR inh: -7; Platelet DG rel: -15; HSP90 refold inh: -3; GSK3 alpha inh: 0; KLF5 inh: -4

An excerpt; the hit share may differ from the screen's.
